Source: PubChem BioAssay
NCI-60 one-dose screen, 48 h, at 10 µM unless noted. Numbers give growth in % (100 = growth as untreated, 0 = no growth, -100 = all killed).
A549/ATCC: A549/ATCC NSCLC; 81,000 compounds, 3.7% hits; AID 1794740
UACC-62: UACC-62 melanoma. AID 1794756. 81,000 compounds, 5.4% hits
RPMI-8226: RPMI-8226 leukemia cells; 77,000 compounds, 7.5% hits; AID 1794781
M14: M14 melanoma; AID 1794745; 80,000 compounds, 6.2% hits
HOP-92: HOP-92 NSCLC cells; 71,000 compounds, 6.3% hits; AID 1794738
CCRF-CEM: CCRF-CEM leukemia; 77,000 compounds, 7% hits; AID 1794778
HOP-62: HOP-62 NSCLC; 80,000 compounds, 3.9% hits
EKVX: EKVX NSCLC | 71,000 compounds, 3% hits | AID 1794765
* = called active by the depositor; · = no result given; & = joins results of further samples; ! = repeats disagree; [ ] = another dose, or the depositor's remark. The calls were made as follows: active = growth percent below 10; inactive = the rest.

Short forms: A = A549/ATCC; B = UACC-62; C = RPMI-8226; D = M14; E = HOP-92; F = CCRF-CEM; G = HOP-62; H = EKVX
#1 CCC(C)n1ncn(-c2ccc(N3CCN(c4ccc(OC[C@H]5CO[C@](Cn6cncn6)(c6ccc(Cl)cc6Cl)O5)cc4)CC3)cc2)c1=O (stereo partly drawn)
  A: 90.2	B: 70.6	C: ·	D: 95.4	E: ·	F: ·	G: 94.2	H: 96.5

#2 O=C(Nc1ccc(Oc2ccc(Br)cc2)cc1)c1ccc2nc(NC(=O)c3ccc(NCCc4ccccc4)c([N+](=O)[O-])c3)sc2c1
  A: 83.2	B: 76.4	C: 81.9	D: 96.9	E: 96.7	F: 86.4	G: 101.2	H: 94.4

#3 CC1CCc2c(N3CCC(O)CC3)c(F)cc3c(=O)c(C(=O)O)cn1c23 (stereo not drawn)
  A: 99.3	B: 88.3	C: 103.4	D: 101.9	E: ·	F: ·	G: ·	H: 100.3

#4 NC(=O)c1ccc([N+](=O)[O-])cc1Cl
  A: 98.2	B: 112.1	C: ·	D: 107.9	E: ·	F: ·	G: 107.1	H: 100.3

#5 COc1ccccc1N1CCN(C(=O)c2ccc3nc(NS(=O)(=O)c4ccc5ccccc5c4)sc3c2)CC1
  A: 85.4	B: 99.4	C: 101.0	D: 97.7	E: 96.9	F: 92.2	G: 89.6	H: 112.5

#6 CCS(=O)(=O)N1CCN(c2ccc(Nc3ncc(C(N)=O)c(NC4CC4)n3)cc2)CC1
  A: 62.2	B: 101.2	C: 62.2	D: 59.5	E: 87.4	F: 27.6	G: 59.3	H: 91.6

#7 NC(=O)c1c(OCc2c(F)cc(Br)cc2F)nsc1NC(=O)NCCCCN1CCCC1
  A: -15.6*	B: -75.6*	C: -26.3*	D: -76.1*	E: -1.2*	F: 2.8*	G: -29.7*	H: 4.3*

#8 NCCO
  A: 100.4	B: 85.7	C: 110.1	D: 100.2	E: 87.0	F: 104.2	G: ·	H: 149.1

#9 C[C@@H]1CC(=O)NN=C1c1ccc(NN=C(C#N)C#N)cc1
  A: 102.3	B: 104.5	C: 106.3	D: 106.7	E: 105.8	F: 92.9	G: ·	H: 104.5

#10 COc1ccc2c(c1)c(-c1nc(N)nnc1-c1cn(C)c3ccc(F)cc13)cn2C
  A: 111.1	B: 95.5	C: 108.5	D: 104.3	E: ·	F: 97.9	G: 97.7	H: 100.4

Complete entries, quoted from the list:
`COc1ccccc1N1CCN(C(=O)c2ccc3nc(NS(=O)(=O)c4ccc5ccccc5c4)sc3c2)CC1` across the screens: A549/ATCC: 85.4; UACC-62: 99.4; RPMI-8226: 101.0; M14: 97.7; HOP-92: 96.9; CCRF-CEM: 92.2; HOP-62: 89.6; EKVX: 112.5
`NC(=O)c1ccc([N+](=O)[O-])cc1Cl` across the screens: A549/ATCC: 98.2; UACC-62: 112.1; RPMI-8226: ·; M14: 107.9; HOP-92: ·; CCRF-CEM: ·; HOP-62: 107.1; EKVX: 100.3

Following part:
Short forms: A = A549/ATCC; B = UACC-62; C = RPMI-8226; D = M14; E = HOP-92; F = CCRF-CEM; G = HOP-62; H = EKVX
#11 CCC12CCCN3CCc4c(n(c5ccccc45)C(O)(C(=O)OC)C1)C32 (stereo not drawn)
  A: 102.2	B: 106.0	C: 92.2	D: 103.0	E: 93.7	F: 98.0	G: 93.5	H: 85.6

#12 CCN(CC)CCOC(=O)C(c1ccccc1)c1ccccc1
  A: 108.4&107.6	B: 97.6&106.4	C: 83.3&98.1	D: 100.8&101.9	E: 88.5&105.7	F: 103.8&101.8	G: 95.6&113.6	H: 103.9&98.4

#13 O=C(O)CCCCCCCC(=O)O
  A: 107.5	B: 101.5	C: 102.2	D: 101.6	E: 94.4	F: 95.1	G: 102.2	H: 96.6

#14 CN1CCN(c2c(F)cc3c(=O)c(C(=O)O)cn4c3c2SCC4)CC1
  A: 97.4	B: 100.2	C: 96.9	D: 114.5	E: 100.2	F: 92.7	G: ·	H: 108.7

#15 O=C(Nc1cccc(Cl)c1)Nc1ccc2nc(NS(=O)(=O)c3ccc4ccccc4c3)sc2c1
  A: 103.0	B: 96.4	C: 104.3	D: 104.4	E: 97.2	F: 103.7	G: 106.6	H: 102.5

#16 CN(C)CCOC(=O)C(c1ccccc1)C1(O)CCCC1 (stereo not drawn)
  A: ·	B: 100.7	C: 102.7	D: 101.4	E: 91.8	F: 96.2	G: 103.1	H: 97.2

#17 CCC(Cc1c(I)cc(I)c(N)c1I)C(=O)O (stereo not drawn)
  A: 103.3	B: 91.9	C: 100.4	D: 98.2	E: ·	F: 91.1	G: 103.2	H: 96.3

#18 COc1ccc2c(c1)c(C(=O)c1nc(-c3cn(C)c4ccc(F)cc34)no1)cn2C
  A: 82.1	B: 78.9	C: 94.6	D: 90.7	E: 111.4	F: 92.1	G: 85.7	H: 98.2

#19 O=C1CCc2cc(OCCCCc3nnnn3C3CCCCC3)ccc2N1
  A: 93.7	B: 87.9	C: 106.7	D: 108.1	E: 50.5	F: 109.2	G: 84.4	H: 79.5

#20 COc1ccc(S(=O)(=O)Nc2nnc(CC(C)C)s2)cc1
  A: 102.3	B: 109.8	C: 106.0	D: 113.5	E: 68.5	F: 97.3	G: 106.5	H: 115.5

Remaining list, next part
Short forms: A = A549/ATCC; B = UACC-62; C = RPMI-8226; D = M14; E = HOP-92; F = CCRF-CEM; G = HOP-62; H = EKVX
#21 COC(=O)C(C)(C)C1Oc2ccc(OC)cc2C(=O)/C1=C\O (stereo not drawn)
  A: 87.6	B: 108.7	C: 103.6	D: 110.5	E: 92.4	F: 106.8	G: 84.8	H: 102.5

#22 C[C@H]1[C@H](C)CC[C@]2(C(=O)O)CC[C@]3(C)C(=CC[C@@H]4[C@@]5(C)C[C@@H](O)[C@H](O)[C@@](C)(CO)[C@@H]5CC[C@]43C)[C@@H]12
  A: 103.5	B: ·	C: 94.6	D: 96.0	E: 74.4	F: 94.8	G: 95.5	H: 114.2

#23 Cc1ccsc1/C=C/C1=NCCCN1C
  A: 99.7	B: 106.0	C: 100.4	D: 100.0	E: ·	F: 81.0	G: 100.4	H: 99.5

#24 O=C(NC1CCNCC1)c1[nH]ncc1NC(=O)c1c(Cl)cccc1Cl
  A: 8.1*	B: -41.9*	C: 1.3*	D: 9.9*	E: -6.1*	F: 11.2	G: -18.5*	H: 52.5

#25 COCCN1CCN(Cc2ccc(-c3n[nH]c4c3C(=O)c3c(NC(=O)NN5CCOCC5)cccc3-4)cc2)CC1
  A: -42.4*	B: -44.9*	C: -37.4*	D: -52.6*	E: 39.7	F: -15.3*	G: -30.7*	H: -3.3*

#26 CN1CCC(=C2c3ccccc3CC(=O)c3sccc32)CC1
  A: 102.3	B: 113.3	C: 102.1	D: 106.4	E: 98.8	F: 104.1	G: 115.7	H: 95.3

#27 Nc1ncnc(Nc2ccccc2)n1
  A: 103.8	B: 114.7	C: 96.7	D: 105.5	E: 84.5	F: 103.7	G: 118.9	H: 121.9

#28 CN[C@@H]1C[C@H]2O[C@@](C)([C@@H]1OC)n1c3ccccc3c3c4c(c5c6ccccc6n2c5c31)C(=O)N[C@H]4O
  A: -36.8*	B: -63.1*	C: -46.2*	D: -56.6*	E: -9.9*	F: 0.3*	G: -60.8*	H: -4.2*

#29 O=C(c1ccccc1)c1ccc2n1CCC2C(=O)O (stereo not drawn)
  A: 102.5	B: 105.3	C: 113.5	D: 108.5	E: ·	F: 105.2	G: 112.2	H: 101.1

#30 O=C(c1ccc(/C=C/c2n[nH]c3ccccc23)cc1)N1CCNCC1
  A: 22.4	B: 48.7	C: 48.9	D: 27.8	E: -3.0*	F: 53.2	G: 16.5	H: 71.0

Retrieved by compound from above (six):
Short forms: A = A549/ATCC; B = UACC-62; C = RPMI-8226; D = M14; E = HOP-92; F = CCRF-CEM; G = HOP-62; H = EKVX
#20 COc1ccc(S(=O)(=O)Nc2nnc(CC(C)C)s2)cc1
  A: 102.3	B: 109.8	C: 106.0	D: 113.5	E: 68.5	F: 97.3	G: 106.5	H: 115.5

#28 CN[C@@H]1C[C@H]2O[C@@](C)([C@@H]1OC)n1c3ccccc3c3c4c(c5c6ccccc6n2c5c31)C(=O)N[C@H]4O
  A: -36.8*	B: -63.1*	C: -46.2*	D: -56.6*	E: -9.9*	F: 0.3*	G: -60.8*	H: -4.2*

#7 NC(=O)c1c(OCc2c(F)cc(Br)cc2F)nsc1NC(=O)NCCCCN1CCCC1
  A: -15.6*	B: -75.6*	C: -26.3*	D: -76.1*	E: -1.2*	F: 2.8*	G: -29.7*	H: 4.3*

#16 CN(C)CCOC(=O)C(c1ccccc1)C1(O)CCCC1 (stereo not drawn)
  A: ·	B: 100.7	C: 102.7	D: 101.4	E: 91.8	F: 96.2	G: 103.1	H: 97.2

#22 C[C@H]1[C@H](C)CC[C@]2(C(=O)O)CC[C@]3(C)C(=CC[C@@H]4[C@@]5(C)C[C@@H](O)[C@H](O)[C@@](C)(CO)[C@@H]5CC[C@]43C)[C@@H]12
  A: 103.5	B: ·	C: 94.6	D: 96.0	E: 74.4	F: 94.8	G: 95.5	H: 114.2

#30 O=C(c1ccc(/C=C/c2n[nH]c3ccccc23)cc1)N1CCNCC1
  A: 22.4	B: 48.7	C: 48.9	D: 27.8	E: -3.0*	F: 53.2	G: 16.5	H: 71.0

Further compounds:
Short forms: A = A549/ATCC; B = UACC-62; C = RPMI-8226; D = M14; E = HOP-92; F = CCRF-CEM; G = HOP-62; H = EKVX
#31 COc1ccc(/C=C/C(C)=N/OCC(=O)NC(C)C)cc1
  A: 96.0	B: 96.4	C: 82.3	D: 98.7	E: ·	F: 89.2	G: 92.1	H: ·

#32 O=C(/C=C/c1ccc(Cl)c(Cl)c1)c1ccc(Cl)c(Cl)c1
  A: 99.1	B: 99.0	C: 92.8	D: 100.3	E: 113.9	F: 96.3	G: 102.1	H: 96.8

#33 COc1ccc(CN(CCN(C)C)c2ccccn2)cc1 (tested in a mixture with another compound)
  A: 89.5	B: 100.0	C: 112.5	D: ·	E: 87.7	F: 112.8	G: 107.3	H: 122.9

#34 CCCc1cc(C(N)=S)ccn1
  A: 103.2	B: 107.6	C: 120.5	D: 102.4	E: 95.1	F: 113.3	G: 106.0	H: 99.1

#35 O=C1c2ccccc2C(=O)c2c(O)c(O)cc(O)c21
  A: 95.1	B: 111.5	C: 98.9	D: 98.6	E: 73.5	F: 109.4	G: 101.0	H: 101.4

#36 C[C@H](CCC(=O)O)[C@H]1CCC2C3C(CC[C@@]21C)[C@@]1(C)CC[C@@H](O)C[C@H]1C[C@H]3O (stereo partly drawn)
  A: 97.7	B: 97.1	C: 110.1	D: 98.5	E: 101.4	F: 113.5	G: 109.4	H: 91.0

#37 Cc1ccccc1[C@@H]1C[C@H](O)Cc2cc(Br)c3ccccc3c2N1
  A: 78.6	B: 61.5	C: 87.3	D: 88.8	E: ·	F: 78.3	G: 82.5	H: 103.4

#38 CN(C)C(=N)N=C(N)N
  A: 118.3&99.8	B: 120.0&99.7	C: 92.2	D: 101.1&99.2	E: 121.5&113.8	F: 79.9	G: 99.5&95.5	H: 113.2&112.9

#39 C[C@]12CC[C@H]3C(=CCc4cc(O)ccc43)[C@@H]1CCC2=O
  A: 95.4	B: 88.3	C: 81.2	D: 101.4	E: 57.8	F: 83.2	G: 106.7	H: 102.4

#40 O=C(O)c1c(O)c(-c2ccccc2)nc2ccccc12
  A: 104.0	B: 99.9	C: 106.8	D: 99.1	E: 108.9	F: 105.3	G: 99.3	H: 102.3

Continuation:
Short forms: A = A549/ATCC; B = UACC-62; C = RPMI-8226; D = M14; E = HOP-92; F = CCRF-CEM; G = HOP-62; H = EKVX
#41 COc1ccc(C2NC(=O)NC(C)=C2C(=O)Nc2ccc(S(N)(=O)=O)cc2)cc1O (stereo not drawn)
  A: 113.1	B: 102.4	C: 106.6	D: 108.3	E: 118.7	F: 100.7	G: 104.6	H: 102.0

#42 CC(=O)c1cnc2ccc(-c3cc(Cl)c(O)c(Cl)c3)nc2c1NC1CCC(CN(C)C)CC1 (stereo not drawn)
  A: -8.9*[2.5 µM]	B: -70.9*[2.5 µM]	C: -24.3*[2.5 µM]	D: -58.4*[2.5 µM]	E: -20.3*[2.5 µM]	F: 1.4*[2.5 µM]	G: -34.4*[2.5 µM]	H: -15.9*[2.5 µM]

#43 COc1ccc2c(c1)\C(=N/N=C/C=C/c1ccccc1)C(=O)N2
  A: 107.5	B: 100.2	C: 102.0	D: 104.3	E: 112.0	F: 98.0	G: 93.4	H: 96.2

#44 Cc1[nH]c(/C=C2\C(=O)Nc3ccc(F)cc32)c(C)c1C(=O)NC[C@H](O)CN1CCOCC1
  A: 27.4	B: 29.9	C: 49.4	D: 7.6*	E: 14.5	F: 33.0	G: 25.7	H: 44.9

#45 CN(C(=O)CCC(=O)N(C)c1ccc(C(=N)N)cc1)c1ccc(C(=N)N)cc1
  A: 98.5	B: 104.6	C: 103.5	D: 97.8	E: 104.1	F: 103.5	G: 81.7	H: 98.5

#46 COc1ccccc1OC(=O)Oc1ccccc1OC
  A: 108.6&90.1	B: 96.4&100.2	C: 72.9&104.7	D: 99.7&102.8	E: -0.9*!	F: 83.6&101.3	G: 100.2&119.5	H: 97.0&117.8

#47 CC(C)(C(=O)c1cccnc1)c1cccnc1
  A: 108.3&86.5	B: 103.1&100.7	C: 92.1&97.0	D: 92.2&101.1	E: 89.3	F: 91.8	G: 103.1&109.5	H: 124.4&102.2

#48 Cc1ccc(C(=O)C(C)CN2CCCCC2)cc1 (stereo not drawn)
  A: 98.2	B: 101.6	C: 86.3	D: 106.3	E: 86.1	F: 110.4	G: 99.4	H: 86.3

#49 [2H]c1nc(N2C([2H])([2H])[C@H](C)O[C@H](C)C2([2H])[2H])c([2H])c([2H])c1NC(=O)c1cccc(-c2ccc(OC(F)(F)F)cc2)c1C
  A: 52.5&75.1	B: 51.9&57.0	C: 48.2&62.1	D: 70.6&83.6	E: 23.9&59.9	F: 55.8&77.3	G: 96.6&75.6	H: 58.8&68.2

A portion of the library. The share of hits here may be higher or lower than overall.
